# TrxR1 substrate – is turned over as a substrate by rat TrxR1. O89049. purified TrxR1 substrate turnover, NADPH consumption readout. Potency, µM (highest dose often 114 µM), for inactives: top-dose activity change, negative = substrate turnover. 0.01% of 390,000 active; note: potency is the fitted concentration of half-maximal effect; % is set by controls: 0 for no effect and ±100 for the full control effect; nearly all actives have a fitted effect of over 50% in size
#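 Rat TrxR1, dispensed at 90 nM, was prereduced with 400 uM NADPH (final) for 5 min at ~22 deg C, then incubated with compound 15 min before 400 uM selenite. A first-read NADPH fluorescence drop versus no-compound background flagged substrates.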
# RGS4 inh – blocks human RGS4-accelerated GTP hydrolysis; Transcreener GDP fluorescence polarization, RGS4-accelerated GTP hydrolysis; AID 504845; 0.039% of 390,000 active; P49798; Potency, µM (titrated, usually from 114 µM), for the others: at the highest dose activity change, negative = inhibition, actives largely listed as inhibitors; note: potency is the fitted concentration of half-maximal effect; % is set by controls: 0 for no effect and ±100 for the full control effect; nearly all actives have a fitted effect of over 75% in size; some results filed as inactive show a strong effect at the top dose
#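 MLSMR compounds (23 nl, pin-transferred) preincubated 10 min at room temperature with a 500nM (2x) first reagent, then RGS4 at 900nM (2x) plus Transcreener GDP mix added; fluorescence polarization (620/688 nm) read before and after 90 min at 30 °C.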
# rTrxR1 inhibitor – inhibitors of rat thioredoxin reductase 1; O89049; recombinant rTrxR1, NADPH fluorescence consumption, selenite substrate; Potency, µM (series often up to 114 µM), for the others: at the top dose activity change, negative = inhibition, most hits filed as inhibitors; 1% of 390,000 active; note: potency is the fitted concentration of half-maximal effect; % is set by controls: 0 for no effect and ±100 for the full control effect; nearly all actives have a fitted effect of over 65% in size
#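 Rat TrxR1 (90 nM in the dispensed reagent) was pre-reduced with 400 uM NADPH for 5 min at room temperature, then incubated with compound for 15 min. After 400 uM selenite was added, NADPH fluorescence (Ex 340/Em 450 nm) was followed for 8 min.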
# mIDH1 inhibitor – blocks human mutant IDH1 R132H enzyme | O75874 | 0.093% of 390,000 active | IDH1-R132H enzyme, NADPH consumption, diaphorase/resazurin fluorescence | Potency, µM (doses to about 76.6 µM), for the others: at the top dose activity change, negative = inhibition, most hits filed as inhibitors; note: potency is the fitted concentration of half-maximal effect; % is set by controls: 0 for no effect and ±100 for the full control effect; nearly all actives have a fitted effect of over 65% in size
#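 IDH1-R132H (0.5 ug/mL) preincubated 30 min with compound, then NADPH (0.016 mM) and alpha-KG (2 mM) added; 80 min at RT, pH 7.5. Remaining NADPH coupled via diaphorase/resazurin to fluorescence (540/590 nm); concentration-response curves normalized to no-enzyme control.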
# LDHA block – blocks human lactate dehydrogenase A. purified LDHA, NADH/diaphorase-resazurin fluorescence; active compounds read low. activity change, % (values are at about 110 or 230 µM). 0.15% of 480,000 active. AID 1347041; in the data active = activity change below about -30%; inconclusive = mostly about -25% to -30%;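 note: plate controls were DMSO wells for no effect and wells without enzyme for full effect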
#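 Resorufin fluorescence (ex540/em590), read at 0 and 20 min after diaphorase/resazurin addition, reports the NADH left after a 5 min room-temperature reaction of 2 nM human LDH5 with 0.06 mM NADH and 0.2 mM pyruvate.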
# Vif-A3G inh – inhibitors of Vif-APOBEC3G interaction. Potency, µM (top dose mostly 46.1 µM), for the others: at the top dose activity, negative = active, hits mostly inhibitors. 0.076% of 410,000 active. HeLa A3G-eYFP + Vif (tagged APOBEC3G with the HIV-1 protein that degrades it), YFP fluorescence, overnight;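 note: potency is the fitted concentration of half-maximal effect; % is set by controls: 0 for no effect and ±100 for the full control effect; nearly all actives have a fitted effect of over 60% in size; hits raise eYFP signal because A3G escapes Vif-driven loss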
#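 HeLa cells stably expressing Vif and C-terminally eYFP-tagged A3G, seeded overnight at 37 deg C, then exposed to compound by pintool overnight at 37 deg C. Rise in yellow fluorescence (Ex 488/Em 500-530, Acumen) marks blocked Vif-driven A3G degradation.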
# Vif-APOBEC3F blk – blocks the Vif interaction with APOBEC3F; HeLa A3F-eYFP + Vif (tagged APOBEC3F with the HIV-1 protein that degrades it), YFP fluorescence increase; Potency, µM (series often up to 46.1 µM), for inactives: at the top dose activity, negative = active; 0.2% of 390,000 active; note: potency is the fitted concentration of half-maximal effect; % of control where 0% means no effect; nearly all actives have a fitted effect of over 65% in size
#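 Fluorescence increase (Ex 488/Em 500-530) after overnight compound treatment at 37 deg C flags inhibition of Vif-driven A3F-eYFP loss in stable HeLa A3F-eYFP/Vif cells seeded overnight beforehand.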
# Glioma ERSR ind – inducers of ER stress response in human glioma cells. 0.02% of 420,000 active. Potency, µM, for inactives: top-dose activation, actives largely listed as activators. U87-MG GRP78 promoter luciferase reporter, 16 h; note: potency is the fitted concentration of half-maximal effect; series mostly up to about 76 µM; % of control where 0% means no effect; nearly all actives have a fitted effect of over 35% in size
#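 ERSR induction read as luciferase luminescence (Bright-Glo, 10 min at room temperature) in stably transfected human U87-MG glioma cells exposed to compounds for 16 h, using GRP78 as sensor.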
# USP1 inh – blocks the human USP1/UAF1 deubiquitinase complex; O94782; recombinant USP1/UAF1, Ub-Rhodamine cleavage fluorescence; Potency, µM (top dose mostly 57.1 µM), for inactives: at the top dose activity change, negative = inhibition, most hits filed as inhibitors; 0.23% of 390,000 active; note: potency is the fitted concentration of half-maximal effect; % is set by controls: 0 for no effect and ±100 for the full control effect; nearly all actives have a fitted effect of over 60% in size; inactives centre near -12
# Target sequence (O94782 whole entry, looked up): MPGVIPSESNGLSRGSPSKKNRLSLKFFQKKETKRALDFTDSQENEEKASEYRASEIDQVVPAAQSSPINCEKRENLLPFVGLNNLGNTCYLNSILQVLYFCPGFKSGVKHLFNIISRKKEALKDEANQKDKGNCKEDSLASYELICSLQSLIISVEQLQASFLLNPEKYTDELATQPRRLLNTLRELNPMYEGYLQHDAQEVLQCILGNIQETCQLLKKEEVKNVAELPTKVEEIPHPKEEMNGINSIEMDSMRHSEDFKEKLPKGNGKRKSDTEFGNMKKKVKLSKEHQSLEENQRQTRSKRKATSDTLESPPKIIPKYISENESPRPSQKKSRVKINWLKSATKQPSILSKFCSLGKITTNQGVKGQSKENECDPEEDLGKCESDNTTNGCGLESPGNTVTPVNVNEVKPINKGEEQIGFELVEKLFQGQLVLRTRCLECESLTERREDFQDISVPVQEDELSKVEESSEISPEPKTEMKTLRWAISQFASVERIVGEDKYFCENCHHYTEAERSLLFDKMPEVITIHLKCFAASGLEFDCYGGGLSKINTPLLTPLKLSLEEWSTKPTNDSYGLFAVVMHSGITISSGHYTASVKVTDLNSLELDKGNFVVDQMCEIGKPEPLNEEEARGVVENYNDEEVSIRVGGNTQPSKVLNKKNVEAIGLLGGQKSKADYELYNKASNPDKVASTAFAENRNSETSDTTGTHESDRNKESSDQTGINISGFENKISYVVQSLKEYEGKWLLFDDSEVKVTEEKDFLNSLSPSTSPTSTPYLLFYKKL
#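 In this screen, compounds sit with the deubiquitinase complex (1nM) for 15 min at room temperature before Ub-Rho is added at 150nM final. Fluorescence rise is then followed for 6 reads every 60 seconds.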
# Active calls of the source: *; ? = inconclusive; nt = not tested or not shown; [ ] = remark or other dose. Unless noted, calls come from the whole dose curve; as a rule, active = well fitted curve in the direction sought with a large enough effect; inconclusive = small, poorly fitted or top-dose-only effect, or another doubt; inactive = no such curve, though single readings can be large; an effect the other way counts as inactive or inconclusive. Only part of the results is shown; the hit share may differ from the screen's.
SMILES,TrxR1 substrate,RGS4 inh,rTrxR1 inhibitor,mIDH1 inhibitor,LDHA block,Vif-A3G inh,Vif-APOBEC3F blk,Glioma ERSR ind,USP1 inh
Cc1ccc(NC(=O)CN(C)C(=O)COc2cccc3cccnc23)cc1,19%,-3%,-1%,8%,26,-5%,2%,-1%,-20%
Cc1ccc(C)c(CSc2nc3[nH]ncc3c(=O)[nH]2)c1,0%,20%,1%,-6%,0,?,2%,-6%,-9%
CC(C)Cn1c(N)c(C(=O)COC(=O)c2ccc(O)cc2)c(=O)n(C)c1=O,0%,-11%,8%[57.1 µM],-3%,1,-1%,-2%,0%,-23%
COc1ccccc1CCNC(=O)C(=O)NCC1OCCN1S(=O)(=O)c1cccs1 (stereo not drawn),1%,-32%,7%,0%,-9,-7%,-2%,-3%,-19%
CCC1c2ccc(C)n2CCN1C(=O)Nc1ccccc1C(=O)OC (stereo not drawn),19%,-11%,?,0%,-4,-9%,9%,-4%,?
CCOc1ccc(NC(=O)CN(C)C(=O)c2ccccc2SCC(=O)N2CCCC2)cc1OCC,-4%,9%,1%,11%,-3,0%,-23%,0%,-4%
C/C(CC(=O)NCCCN1CCOCC1)=N\NC(=O)COc1cccc2ccccc12,0%,-24%,-7%,2%,3,1%,6%,-2%,-20%
Cc1ccccc1-c1nc2scc(CCNS(=O)(=O)c3ccccc3)n2n1,-11%[57.1 µM],-9%,-8%[57.1 µM],27%,0,0%,2%,-1%,?
O=C(Cc1ccc([N+](=O)[O-])cc1)Nc1nnc(C2CC2)s1,0%,-11%,12%,3%,-4,0%,7%,-4%,-17%
COCCn1c(CN2CCN(c3ccc(OC)cc3)CC2)nc2c1c(=O)n(C)c(=O)n2C,9%,-3%,14%,1%,0,-1%,2%,-2%,-17%
c1ccc(-c2cn3c(n2)CCc2ccc4cccnc4c2-3)cc1,17%,-15%,11%,33%[activator],6,-8%,?,-2%,-29%
Cc1cccc(-n2ncc3c2CCCC3NC(=O)CCN2CCCCO2)c1C (stereo not drawn),-1%,-4%,-4%,3%,-14,0%,4%,-4%,-19%
Cc1nn(-c2nnc(NC3CCCCC3)nn2)c(C)c1Br,-10%,14%,-3%,1%,18,1%,4%,4%,-6%
Cc1[nH]c(SCC(=O)Nc2cc(S(C)(=O)=O)ccc2Cl)nc1Cc1ccccc1,3%,-4%,?,-7%,0,2%,-1%,1%,-21%
CCCN=C1N(C)C[C@@H]2[C@@H]3C(=O)N(C)C(=O)[C@@H]3[C@](Cc3ccccc3)(C(=O)OC)N12,1%,17%,17%,3%[38.3 µM],-1,0%,0%,2%,-8%
Cc1ccccc1C(=O)N(C)[C@H]1C[C@H]2c3[nH]c4ccccc4c3CCN2C(=O)[C@H]1[C@H](C)O,nt,nt,nt,-5%,-1,-1%,-13%,-1%,-21%
COc1ccc2nc(N3CCC(O)CC3)c(C#N)cc2c1,18%,-24%,?,14%,11,-1%,-8%,?,?
Cc1ccc(C)c(NC(=O)CN(C)C(=O)c2cccc(-n3cccc3)c2)c1,-5%,-19%,-11%,2%,-9,-4%,-9%,-3%,8%
CCCCCCSc1cc(C)nc2ncnn12,5%[57.1 µM],17%,-10%[57.1 µM],-4%,0,-1%,-12%,-1%,-19%
O=C(Cc1c(F)cccc1Cl)NCCN1CCOCC1,1%,-9%,8%,12%,-1,2%,4%,-3%,-11%
Cc1ncc([N+](=O)[O-])n1S(=O)(=O)c1ccc2c(c1)OCCO2,1%,-1%,12%,21%,-2,-1%,-5%,-7%,9%
COc1ccc(C)cc1NC(=O)C1CCN(C(=O)C2CC(=O)N(c3ccc(C)cc3)C2)CC1 (stereo not drawn),7%,11%,22%,-8%,-4,-1%,-5%,0%,-23%
Cc1ccc(C)c(N2CCN(S(=O)(=O)c3cc4c(cc3C)NC(=O)CO4)CC2)c1,-1%[57.1 µM],26%,11%[57.1 µM],-9%,-8,2%,?,0%,-15%
O=C(NC1CC1)C1=C[C@@H](c2ccc(C(F)(F)F)cc2)C[C@@H](OCc2ccc(CO)cc2)O1,8%[57.1 µM],0%,9%[57.1 µM],4%,1,1%,8%,-1%,-29%
Cc1ccc(SCC(=O)Nc2ccc3c(c2)OCCO3)cc1,-6%,-34%,-5%,5%,-5,-2%,4%,2%,-17%
Cc1ccc2c(Cl)c(C)c(N3CCOCC3)nc2n1,-13%,-3%[56.9 µM],-20%,-1%,-9,-7%,24%,-1%,-9%
N#Cc1ccc(C(=O)N/N=C/c2cn(CC(=O)O)c3ccccc23)c(F)c1,?,-8%,-21%,3%,-7,2%,-19%,-5%,-11%
Cn1nc(C(F)(F)F)c(C(=O)Nc2ccc(F)cc2F)c1Sc1ccc(Cl)cc1,-5%,0%,20%,3%,-1,-4%,-1%,-8%,-15%
S=c1[nH]nc(-c2ccco2)n1/N=C/C=C/c1ccccc1,-1%,?,-25%,10%,-3,-3%,-13%,-7%,-16%
COc1cccc(OCCn2cc(C(C)=O)c3ccccc32)c1,7%[57.1 µM],-2%,10%[57.1 µM],9%,-4,-3%,-15%,-3%,-20%
Oc1c(C(c2ccc(Cl)cc2)N2CCCC2)sc2nc(-c3ccco3)nn12 (stereo not drawn),7%[57.1 µM],-11%,13%[57.1 µM],8%,12,-2%,4%,-3%,-19%
OC1CCCN(Cc2nc(Cc3ccccc3Cl)no2)C1 (stereo not drawn),-4%,19%,1%,-6%,-4,-11%,-8%,1%,-1%
COc1ccc([N+](=O)[O-])cc1/C=N/NC(=O)CNC(=O)c1cccc(F)c1,-15%,1%,-6%,10%,6,-1%,-10%,-2%,-10%
Cc1c(NC(=S)N/N=C/c2ccc([N+](=O)[O-])cc2O)c(=O)n(-c2ccccc2)n1C,-20%,32%,?,4%,1,1%,-4%,-3%,-1%
CC(=O)Nc1ccccc1OCC(O)CS(=O)(=O)c1ccc(C(F)(F)F)cn1 (stereo not drawn),-2%,1%,14%,1%,-6,3%,-4%,-2%,-6%
Cn1ncc(Cl)c1C(=O)N1CCN(c2ccccc2)CC1,6%,-28%,32%,2%,-14,1%,-3%,-1%,-9%

# Pulled by compound from above, four records:
SMILES,TrxR1 substrate,RGS4 inh,rTrxR1 inhibitor,mIDH1 inhibitor,LDHA block,Vif-A3G inh,Vif-APOBEC3F blk,Glioma ERSR ind,USP1 inh
S=c1[nH]nc(-c2ccco2)n1/N=C/C=C/c1ccccc1,-1%,?,-25%,10%,-3,-3%,-13%,-7%,-16%
Cc1c(NC(=S)N/N=C/c2ccc([N+](=O)[O-])cc2O)c(=O)n(-c2ccccc2)n1C,-20%,32%,?,4%,1,1%,-4%,-3%,-1%
OC1CCCN(Cc2nc(Cc3ccccc3Cl)no2)C1 (stereo not drawn),-4%,19%,1%,-6%,-4,-11%,-8%,1%,-1%
COc1ccc([N+](=O)[O-])cc1/C=N/NC(=O)CNC(=O)c1cccc(F)c1,-15%,1%,-6%,10%,6,-1%,-10%,-2%,-10%

# Only TrxR1 substrate, for two of the compounds above:
structure	TrxR1 substrate
Oc1c(C(c2ccc(Cl)cc2)N2CCCC2)sc2nc(-c3ccco3)nn12 (stereo not drawn)	7%[57.1 µM]
OC1CCCN(Cc2nc(Cc3ccccc3Cl)no2)C1 (stereo not drawn)	-4%

# Compound activity from PubChem.
